Screening data: PubChem, The Scripps Research Institute Molecular Screening Center
GPR151 activ – human GPR151 activation. PathHunter beta-arrestin GPR151 cells, luminescence. Q8TDV0. actives 1% (n = 650,000). activation, % at 11.2 µM; in the data active means activation above about 4.9%;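 further: 0% = median of compound wells and 100% = cells with positive control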
Target sequence (Q8TDV0 whole entry, looked up): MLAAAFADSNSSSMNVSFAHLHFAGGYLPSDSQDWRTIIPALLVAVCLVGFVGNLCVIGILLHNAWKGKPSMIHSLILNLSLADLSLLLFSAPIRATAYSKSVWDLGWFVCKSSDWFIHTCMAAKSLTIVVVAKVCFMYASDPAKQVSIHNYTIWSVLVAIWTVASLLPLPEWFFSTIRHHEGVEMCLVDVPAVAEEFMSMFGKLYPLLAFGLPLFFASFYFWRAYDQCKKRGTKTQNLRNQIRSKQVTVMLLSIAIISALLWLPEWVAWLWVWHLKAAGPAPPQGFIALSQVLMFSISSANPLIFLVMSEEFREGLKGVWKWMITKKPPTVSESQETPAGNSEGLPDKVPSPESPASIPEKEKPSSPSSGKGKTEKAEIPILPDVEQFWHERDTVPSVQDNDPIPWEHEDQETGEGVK
MITF inh – inhibitors of human MITF | inhibition, % at 2.6 µM | AID 1259374 | actives 0.91% (n = 650,000) | AlphaScreen MITF homodimerization, bead proximity signal; in the data active means inhibition above about 50%;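 further: 0% = vehicle wells with protein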
Target sequence (O75030 whole entry, looked up): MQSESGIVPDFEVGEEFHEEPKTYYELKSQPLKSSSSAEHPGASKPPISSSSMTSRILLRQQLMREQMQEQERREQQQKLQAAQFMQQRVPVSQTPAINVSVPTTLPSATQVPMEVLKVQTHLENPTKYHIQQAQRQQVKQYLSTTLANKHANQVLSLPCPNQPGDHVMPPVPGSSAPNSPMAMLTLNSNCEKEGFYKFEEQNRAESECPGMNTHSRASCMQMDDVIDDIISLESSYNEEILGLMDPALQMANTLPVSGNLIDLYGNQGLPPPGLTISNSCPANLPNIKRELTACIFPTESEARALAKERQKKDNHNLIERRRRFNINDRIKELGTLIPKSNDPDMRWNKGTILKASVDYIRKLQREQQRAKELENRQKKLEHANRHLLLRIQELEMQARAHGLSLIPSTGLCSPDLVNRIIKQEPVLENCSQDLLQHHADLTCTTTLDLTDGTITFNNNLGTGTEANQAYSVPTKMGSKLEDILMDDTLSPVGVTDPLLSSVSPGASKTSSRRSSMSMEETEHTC
FBW7 activator – activators of human E3 ligase FBW7. normalized activity (activation), % at 26.1 µM. actives 0.13% (n = 650,000). Q969H0. AlphaScreen FBW7–phospho-cyclin E peptide binding, activator screen; in the data active means normalized activity above about 1.9%;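 further: purified mutant Fbw7 with reduced substrate affinity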
TEAD-YAP block – TEAD-YAP interaction inhibition | HEK-TIYL cells, TEAD-Gal4/YAP UAS-luciferase luminescence | inhibition, % at 9.12 µM | actives 1.4% (n = 640,000) | AID 1259422; in the data active means inhibition above about 32%;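 further: 0% = median of test compound wells and 100% = reference inhibitor wells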
* hit, by the source's call; i = inactive.

SMILES	GPR151 activ	MITF inh	FBW7 activator	TEAD-YAP block
Cc1ccccc1S(=O)(=O)c1c(C)cc(C)n(CC(C)C)c1=O	-1.9	-7.2	0.0	-3.4
CCCCCn1c(SCC(=O)c2ccc(Br)cc2)nc2cc(C(=O)NCC3CCCO3)ccc2c1=O (stereo unspecified)	0.8	16.5	0.2	3.3
COc1ccc(/C=N/NC(=O)CNc2ccc3ccccc3c2)c(OC)c1	0.7	-1.4	0.0	0.1
COc1cc(Nc2nc(N3CCN(c4ccccn4)CC3)nc3c2ncn3Cc2ccc(C(F)(F)F)cc2)cc(OC)c1OC	0.2	2.7	0.0	10.2
Cc1cc(=O)c2n(CC(=O)N/N=C/c3ccco3)nc[n+]2[nH]1	-0.5	0.2	0.7	-1.6
CC1CCCN(C(=O)c2ccc(N3CC4CC(C3)c3cccc(=O)n3C4)c(NC(=O)c3ccncc3)c2)C1 (stereo unspecified)	0.0	16.9	0.1	6.3
Cn1c(N/N=C/c2ccccc2)nc2ccccc21	-0.9	11.2	0.0	-53.9
CC1(C)Cc2cccc(OCC(=O)Oc3ccc(F)cc3)c2O1	2.5	1.2	0.0	-7.8
CC(C)CC(NC(N)=O)C(=O)Nc1ccc2c(c1)OCO2 (stereo unspecified)	-0.3	-0.7	0.0	-13.4
COc1cc(/C=c2\sc3nc(-c4cccnc4)nn3c2=O)ccc1OCCC(C)C	-0.3	-0.3	0.0	6.1
Cc1cc(=O)[nH]c2nnc(SCC(=O)N3CCc4ccccc43)n12	-1.3	12.6	0.5	9.5
O=C(NCc1cccc(C(F)(F)F)c1)C1CCN(c2ccc(NCc3cccnc3)nn2)CC1	-0.8	11.1	0.2	-13.4
CCN1CCC(CCc2ccc(NC(=O)CCn3cncn3)cc2)C(C)C1 (stereo unspecified)	-0.3	-12.4	0.0	1.5
Cc1ccc2nsnc2c1NC(=O)COc1ccc(Br)cc1	0.7	-9.3	0.0	1.9
Cc1ccccc1/C(N)=N/OC(=O)c1cccc([N+](=O)[O-])c1	-0.5	21.4	0.1	0.1
CCn1c(SCC(=O)O)nnc1-c1c[nH]c2ccccc12	-0.4	4.0	0.1	-4.2
CCc1cccc(CC)c1NS(=O)(=O)c1cc2c(cc1C)NC(=O)CO2	1.3	-3.4	0.1	-6.3
CCOCCCNC(=O)/C(C#N)=C/c1c(Oc2cccc(C)c2)nc2c(C)cccn2c1=O	-1.7	-20.3	0.0	0.6
COC(=O)COc1cccc(C2CC(=O)Nc3c2ccc2ccccc32)c1 (stereo unspecified)	-1.7	-3.2	0.6	-7.2
Cc1ccc(S(=O)(=O)N(C)Cc2ccccc2)cc1C(=O)O	1.8	2.7	0.1	1.9
O=C(c1ccc(N2C(=O)c3cccc4cc([N+](=O)[O-])cc(c34)C2=O)cc1)N1CCOCC1	-0.1	0.5	-0.1	4.6
O=C(COC(=O)c1cc(=O)[nH]c(=O)[nH]1)Nc1cccc(S(=O)(=O)N2CCOCC2)c1	-0.7	8.6	-0.2	2.2
CCOc1ccc(CN(C(=S)Nc2cccc(C)c2)C(CC(C)C)C(=O)O)cc1 (stereo unspecified)	-1.0	-3.9	-0.2	6.7
C=CCN1CC(c2nc3ccccc3n2Cc2ccc(C)cc2)CC1=O (stereo unspecified)	1.5	-6.7	-0.1	5.2
O=C(Nc1cc(Cl)cc(Cl)c1)C1C2C=CC3(O2)C1C(=O)N(Cc1cccs1)C3C(=O)NC1CCCCC1 (stereo unspecified)	0.5	-1.7	-0.1	-2.0
C=CCn1c(NCCOC)cc(=O)n(C)c1=O	-0.4	-2.8	0.0	5.6
CCCCNc1c([N+](=O)[O-])cc(C)cc1[N+](=O)[O-]	-1.1	19.3	-0.3	6.5
CCCCCCc1ccc(C2=N/C(=C\c3ccc(OCCCC)cc3)C(=O)O2)cc1	0.1	3.2	-0.1	1.1
COCCn1nnnc1C(c1ccccc1F)N1CCN(c2ccc(OC)cc2)CC1 (stereo unspecified)	-0.2	6.2	0.0	-2.8
O=C(c1ccco1)N1N=C2/C(=C/c3ccco3)CCCC2C1c1ccco1 (stereo unspecified)	-0.6	14.2	0.0	-0.7
N#C/C(=C\c1ccc(-c2cccc([N+](=O)[O-])c2)o1)C(N)=O	1.0	6.7	-0.3	8.4
CCC(CO)NCC(O)Cn1c2ccc(Br)cc2c2cc(Br)ccc21 (stereo unspecified)	1.0	-4.8	0.0	2.7
Fc1ccccc1CN1CCN(C2CCCCC2)CC1	0.8	61.3*	-0.2	1.1
CC(C)NC(=O)CSc1nc2ccc([N+](=O)[O-])cc2s1	0.3	-4.2	-0.1	2.6
CCCOc1ccc(CNC(=O)Cn2c(=O)oc3ccccc32)cc1	-0.2	-4.0	0.0	14.0
O=C(CN1Cc2ccccc2C1=O)NC1(c2ccc(F)cc2)CCCC1	-0.8	16.1	0.0	4.1
O=C1c2ccccc2C(=O)c2c1ccc(C(=O)OCC(=O)N1CCCC1)c2[N+](=O)[O-]	-1.1	6.0	0.0	0.1
CSc1cccc(NC(=S)N(Cc2ccc(C)cc2)Cc2ccccn2)c1	-1.4	0.7	0.0	7.0
O=C(CCCCCN1C(=O)CCC1=O)NCc1ccccc1	-1.8	15.8	0.1	-0.5
CCCOc1ccc(Cl)cc1C1NC(=O)NC(C)=C1C(C)=O (stereo unspecified)	-1.7	4.8	-0.1	-8.3

Quoted from the listing.
Result of O=C1c2ccccc2C(=O)c2c1ccc(C(=O)OCC(=O)N1CCCC1)c2[N+](=O)[O-] in GPR151 activ: -1.1
Result of CC(C)NC(=O)CSc1nc2ccc([N+](=O)[O-])cc2s1 in GPR151 activ: 0.3

Following part
SMILES	GPR151 activ	MITF inh	FBW7 activator	TEAD-YAP block
CCOC(=O)C1CCN(CC(O)COc2ccccc2F)CC1 (stereo unspecified)	-0.2	0.7	0.1	10.8
c1ccc(Nc2ccnc(NCCN3CCOCC3)n2)cc1	-0.6	8.9	0.1	-3.2
O=C(CSc1ccc(Cl)cc1)Nc1cccc(C(=O)O)c1	-0.4	-2.6	0.1	-10.0
O=C(CSc1nc(NCc2ccc(Cl)cc2)c2ccccc2n1)Nc1ccccc1Cl	-0.4	12.3	0.2	6.7
COc1ccc(C(=O)NCc2nnc(SCC(=O)N3N=C(c4cccs4)CC3c3cccc(OC)c3OC)n2-c2ccccc2)cc1 (stereo unspecified)	-0.4	9.6	-0.1	15.3
CCOC(=O)c1cnc2nc(NCc3ccc(OC)c(OC)c3)[nH]n2c1=O	-1.5	-19.2	-0.3	4.0
CCc1c(C)nc2sc(C(=O)c3ccc(C(=O)c4sc5nc(C)c(CC)c(C)c5c4N)cc3)c(N)c2c1C	-1.4	-5.7	0.0	-4.6
O=C1CC(c2ccccc2)=Nc2ncccc2N1	1.2	1.1	0.0	2.2
O=C1C=CC(=C(c2ccc(O)cc2)c2ccccc2C(=O)O)C=C1	0.5	-5.1	0.0	1.4
O=C(Nc1nc(-c2cccnc2)cs1)c1ccc(S(=O)(=O)N2CCc3ccccc32)cc1	1.5	8.4	0.1	8.1
Cc1nc2ccccc2n1CC(=O)NC1CS(=O)(=O)CC1O (stereo unspecified)	4.7	-1.9	-0.2	13.0
O=C(Cn1ncc2cccn2c1=O)NCc1cccs1	-2.5	0.9	0.1	-34.9
CCN(c1ccccc1)S(=O)(=O)c1ccc2[nH]cc(C(=O)NCc3ccc(C)cc3)c(=O)c2c1	-0.5	18.8	-0.3	9.1
Cc1ccc(-c2cc(C(=O)Nc3sc4c(c3C#N)CCCCCC4)c3ccccc3n2)cc1	0.6	17.0	0.0	4.3
Cc1cc(C)c2c(c1)C(O)(N1CCOCC1)C(=O)N2 (stereo unspecified)	-0.7	12.8	0.8	3.2
COc1cc2nc(NCc3ccc4c(c3)OCO4)nc(Nc3ccccc3)c2cc1OC	4.1	6.5	-0.1	1.4
O=C(Nc1nccs1)c1c(O)c2ccccc2[nH]c1=O	-1.5	16.6	0.3	-3.2
C=CCn1c(SCCC(=O)Nc2ccc(F)cc2)nc2sc3c(c2c1=O)CCC3	1.2	0.5	-0.3	14.6
COCCCNc1nc2c(c(=O)[nH]c(=O)n2C)n1CC(O)COc1ccc(Cl)cc1 (stereo unspecified)	2.2	1.8	-0.1	-1.5
COc1ccccc1/C=C/C=C1N=C(/C=C/c2ccc(Cl)cc2Cl)OC\1=O	1.2	-0.2	-0.1	-13.1
O=C(COC(=O)c1cccc(NC(=O)c2ccc(Cl)cc2)c1)c1ccc(Br)cc1	-0.9	-10.1	-0.2	-20.5
CC(C)CN1C(=O)C(=O)N(CC(=O)NC(C)CCc2ccccc2)C1=O (stereo unspecified)	3.4	-6.7	0.0	-5.6
COc1ccc(/C=C(\C#N)C(=O)Nc2ccc([N+](=O)[O-])cc2)c(OC)c1	3.3	-4.3	0.2	2.3
CCc1ccccc1NC(=O)Cn1cnc2c1c(=O)n(C)c(=O)n2C	-0.6	5.1	0.1	-1.6
Cc1nn(C(=O)COc2ccc(F)cc2)c(C)c1S(=O)(=O)N1CCCC1	0.1	-5.5	0.1	-4.5
CN(C)C(CNC(=O)Nc1cccc(Cl)c1)c1cccs1 (stereo unspecified)	2.2	13.7	0.1	-17.2
O=C(O)c1ccc(-c2ccc(C(=O)O)c(C(=O)O)c2)cc1C(=O)O	1.3	i	-0.1	-0.3
Cc1ccc(C(=O)NC2CCCCCC2)cc1N1CCCC1=O	-0.2	-0.7	-0.2	-17.4
Cc1ccc(C(=O)c2cncc(Br)c2)cc1	1.2	15.8	0.1	5.0
COc1ccc2c(c1)CC(c1nc3ccc(-c4cn[nH]c4)cc3o1)CO2 (stereo unspecified)	-0.1	25.1	0.4	6.2
CCOc1ccc(NC(=O)CSC(N)=O)cc1	0.8	-17.2	0.1	16.2
Cc1ccc2c(c1)-c1cccc3cccc(c13)C2=O	0.3	4.2	-0.1	-8.2
COc1cccc(CC(=O)Nc2cnc3cnc(-c4cccs4)cn23)c1	-0.3	-20.2	-0.1	9.0
OCC1CCN(C2CCCN(Cc3ccc(Cl)s3)C2)CC1 (stereo unspecified)	0.6	-0.5	0.1	2.4
CCOc1ccc(-c2[nH]nc3c2C(c2ccc(O)cc2)C(C#N)=C(N)O3)c(OCC)c1 (stereo unspecified)	-0.4	11.5	0.2	5.4
CCOC(=O)CSc1nc2cc(C(=O)N(CC)CC)ccc2c(=O)n1C1CCCCC1	0.8	-12.0	0.0	-7.1
Cc1ccc(C)c(C(=O)COC(=O)C2CCN(S(=O)(=O)c3cccs3)CC2)c1	0.5	10.7	0.0	-0.6
Fc1ccc(Nc2ncnc3scc(-c4ccccc4)c23)cc1	0.9	1.8	-0.1	-20.1
COc1ccc(NC(=O)CSc2nnnn2C2CCCCC2)cc1	3.5	6.0	-0.1	5.8
Cc1ccc(C)c(NC(=O)c2ccc(=O)n(Cc3cccc(F)c3)c2)c1	1.3	0.8	0.3	-5.9
CCN(CC)c1ccc(N=Cc2c(O)n(C)c(=S)n(C)c2=O)cc1	0.8	-11.5	-0.2	5.7
CCN1C(=O)NC(=O)/C(=C\c2cn(CCOc3ccccc3OC)c3ccccc23)C1=O	-1.6	14.9	0.4	-4.9
COc1ccc(N2CCN(CC(O)C(F)(F)F)CC2)cc1 (stereo unspecified)	-2.4	-7.8	0.0	7.7
CCn1c(N2CCCC(C(=O)NCCCN3CCCC3=O)C2)nc2ccccc21 (stereo unspecified)	0.3	-1.6	-0.1	-4.2
COCCNC(=O)c1ccc2c(c1)ncn2-c1ccc(C)c(Cl)c1	-1.0	3.4	-0.2	-17.5
OC(c1ccccc1)(c1ccccc1)c1nc2ccccc2n1Cc1cccc(Br)c1	0.3	-0.5	0.0	9.8
CC(=O)NCCn1c(SCC(=O)Nc2cc(C)[nH]n2)nc2ccccc2c1=O	-0.7	7.8	0.7	-6.7
Cc1ccc(C)c2[nH]c(=O)c(CCNS(C)(=O)=O)cc12	0.2	11.6	0.0	0.6
CCc1cc2cc3c(cc2nc1SCC(=O)NNC(=O)c1ccco1)OCO3	0.8	6.8	0.0	-6.5
Brc1ccc(OCCOc2ccc(/C=N/n3cnnc3)cc2)cc1	-0.3	-0.8	0.0	3.4
COc1ccccc1/C=C/C(=O)Nc1nc2ccccc2s1	2.3	-5.5	0.0	-64.3

By substructure: the compounds so far containing a thiophene ring, fused or not (eleven)
SMILES	GPR151 activ	MITF inh	FBW7 activator	TEAD-YAP block
O=C(Nc1cc(Cl)cc(Cl)c1)C1C2C=CC3(O2)C1C(=O)N(Cc1cccs1)C3C(=O)NC1CCCCC1 (stereo unspecified)	0.5	-1.7	-0.1	-2.0
COc1ccc(C(=O)NCc2nnc(SCC(=O)N3N=C(c4cccs4)CC3c3cccc(OC)c3OC)n2-c2ccccc2)cc1 (stereo unspecified)	-0.4	9.6	-0.1	15.3
CCc1c(C)nc2sc(C(=O)c3ccc(C(=O)c4sc5nc(C)c(CC)c(C)c5c4N)cc3)c(N)c2c1C	-1.4	-5.7	0.0	-4.6
O=C(Cn1ncc2cccn2c1=O)NCc1cccs1	-2.5	0.9	0.1	-34.9
Cc1ccc(-c2cc(C(=O)Nc3sc4c(c3C#N)CCCCCC4)c3ccccc3n2)cc1	0.6	17.0	0.0	4.3
C=CCn1c(SCCC(=O)Nc2ccc(F)cc2)nc2sc3c(c2c1=O)CCC3	1.2	0.5	-0.3	14.6
CN(C)C(CNC(=O)Nc1cccc(Cl)c1)c1cccs1 (stereo unspecified)	2.2	13.7	0.1	-17.2
COc1cccc(CC(=O)Nc2cnc3cnc(-c4cccs4)cn23)c1	-0.3	-20.2	-0.1	9.0
OCC1CCN(C2CCCN(Cc3ccc(Cl)s3)C2)CC1 (stereo unspecified)	0.6	-0.5	0.1	2.4
Cc1ccc(C)c(C(=O)COC(=O)C2CCN(S(=O)(=O)c3cccs3)CC2)c1	0.5	10.7	0.0	-0.6
Fc1ccc(Nc2ncnc3scc(-c4ccccc4)c23)cc1	0.9	1.8	-0.1	-20.1
